# Insulin prom inh: inhibitors of insulin promoter-driven GFP, primary screen, imaging, TRM-6 cells (human fetal islet line), eGFP reporter, cell count | hit rate 0.9% among 130,000 | inhibition, % at 2 µM | AID 1273, 2008 | reporter expression induced with tamoxifen;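 active = inhibition above the mean plus 3 SD, with well images judged a real hit on visual review, cut at about 60% in these data, passing the limit was not always enough; inconclusive = inhibition over the cutoff but images rejected on review; inactive = inhibition not above the cutoff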
# sdo1 growth: growth rescue of sdo1-depleted yeast, primary screen, S. cerevisiae, bone marrow failure model. z-score at 10 µM. S. cerevisiae sdo1-depleted JHY4D growth rescue, OD600 30 h; hits give high values; pdr5 snq2 efflux-pump mutant strain. AID 817, 2007. hit rate 0.21% among 140,000;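 active = z-score above 3 at both the 24 hr and the 30 hr optical density reads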;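 also: z-score against mean and SD of all compound wells on the same plate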
# sdo1 growth Rescue 24 h: recorded beside sdo1 growth, whose call it bears; z-score; S. cerevisiae sdo1-depleted JHY4D growth rescue, OD600; measured here: growth rescue at 24 h;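 0 is the plate mean of compound wells and units are plate SD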
# An asterisk follows results filed as active; ? = inconclusive; . = not tested or not shown. Compounds were not picked by outcome; any-hit rate near 0.99%.
Insulin prom inh,sdo1 growth,sdo1 growth Rescue 24 h,SMILES
55,0.75,0.6,CCOC(=O)c1ccc(N2C(=O)c3n[nH]c(C)c3C2c2ccc(O)cc2)cc1 (stereo not drawn)
-68,1.7,1.8,Cc1cccc(C(=O)N/N=C/c2ccc3c(c2)OCO3)n1
0,-0.79,-1.3,Cc1ccccc1CSCC(Nc1ccc(C(=O)O)cc1[N+](=O)[O-])C(=O)O (stereo not drawn)
-208,-0.72,-1.1,O=C(CN1CCCCCC1)N/N=C/c1cccc(Cl)c1Cl
1,0.53,0.53,CCn1c2ccccc2c2cc(NC(=O)CSc3nnc(-c4cccc(C)c4)o3)ccc21
-462,0.02,-0.66,CCc1cc2c(NCC3CCCO3)nc(C)nc2s1 (stereo not drawn)
43,.,.,Cc1ccc(N2CN(Cc3ccco3)CNC2=S)cc1
-100,0.73,1.2,CCCn1c(SCC(=O)c2cc(C)ccc2C)n[nH]c1=O
-93,-0.34,-1.2,CCOC(=O)C1CCCCN1Cc1ccc(OC)c(OC)c1OC (stereo not drawn)
.,0.27,-0.1,O=C(c1ccccc1F)N1CCN(CC2CC3C=CC2C3)CC1 (stereo not drawn)
.,-1.6,-0.45,Cc1ccc2oc(=O)c3cnn(CC(=O)N(Cc4ccco4)C4CCCCC4)c3c2c1
29,.,.,COc1cc(/C=N/Nc2cccc3cccnc23)cc(OC)c1O
-33,-0.94,-1.2,CCOc1ccc(OCC)c(NC(=O)CN(C)S(=O)(=O)c2ccc3nc(C)sc3c2)c1
33,.,.,CC(C)CC(=O)NCc1ccc2[nH]c3c(c2c1)CCCC3
-23,-0.49,-0.27,CCC1CCCCN1CCCNC(=O)C1CCC(=O)N1Cc1ccc(C)cc1 (stereo not drawn)
-20,-0.6,-0.18,COC(=O)c1scc(C)c1N/N=C(\C)c1ccc(F)cc1F
14,-0.03,-1.1,CC(=O)CSc1ncnc2nc[nH]c12
-6,-0.26,-0.48,CC1(C)CC(N(Cc2cccs2)C(=O)c2ccco2)CCO1 (stereo not drawn)
.,0.52,0.68,CCN(CC)S(=O)(=O)c1cc(NC(=O)CCCOc2ccc(C(C)=O)cc2)ccc1C
46,.,.,CCCNC(=O)CCc1c(C)nc2nc(C)nn2c1C
-12,-0.11,0.23,CN(c1cccc(NC(=O)CN(c2ccc(C34CC5CC(CC(C5)C3)C4)cc2)S(C)(=O)=O)c1)S(C)(=O)=O
.,-0.4,-0.83,O=[N+]([O-])c1cccc(S(=O)(=O)N2CCC(c3nc(-c4ccncc4)no3)CC2)c1
.,1.2,1.4,COCCCNc1nc2c(c(=O)[nH]c(=O)n2C)n1CC(O)COc1ccccc1C (stereo not drawn)
.,-1,-1.2,COC(=O)c1ccc(Oc2cc(C)nc(-n3nc(C)cc3C)n2)cc1
47,.,.,Cc1cc([N+](=O)[O-])nn1CC(=O)Nc1nc2ccccc2s1

# The list goes on; the last 3 above are carried over.
Insulin prom inh,sdo1 growth,sdo1 growth Rescue 24 h,SMILES
.,1.2,1.4,COCCCNc1nc2c(c(=O)[nH]c(=O)n2C)n1CC(O)COc1ccccc1C (stereo not drawn)
.,-1,-1.2,COC(=O)c1ccc(Oc2cc(C)nc(-n3nc(C)cc3C)n2)cc1
47,.,.,Cc1cc([N+](=O)[O-])nn1CC(=O)Nc1nc2ccccc2s1
-47,.,.,Cc1cc(N2CCCC2)nc(N2C3CCC2CC(O)(c2ccc(F)cc2)C3)n1 (stereo not drawn)
50,-1.3,0.43,Cc1sc2nc(C)n(/N=C/c3ccc(O)cc3)c(=O)c2c1C
-29,.,.,CCN(CC)CCN1C(=O)c2ccccc2NC1c1ccc(Br)cc1 (stereo not drawn)
33,-1.8,-1,CCCc1nc(SCC(=O)Nc2ccc(N3CCOCC3)cc2)c2ccccc2n1
.,-0.43,-1.1,COc1ccc(C(=O)Oc2c(C)occc2=O)cc1OC
.,0.63,1.2,CCOC(=O)CCNC(C)C1COc2ccccc2O1 (stereo not drawn)
31,1.8,2,CCCCNS(=O)(=O)/C=C/c1ccccc1
-6,-1.1,-1.5,CCN1CCN(c2nc3sc4c(c3c(=O)n2-c2ccc(OC)cc2)CCCCC4)CC1
-11,.,.,Cc1sc2ncn(CC(=O)NCCCOC(C)C)c(=O)c2c1S(=O)(=O)N1CCN(c2ncccn2)CC1
-6,0.78,0.56,COc1ccc(S(=O)(=O)Nc2cc(C(C)C)c(O)cc2C)cc1
-60,.,.,Cc1ccc(/C=N/NC(=O)c2nnn(-c3nonc3N)c2CSc2ccc(Cl)cc2)cc1
28,-0.5,-0.36,CCc1cccc2c(C(=O)COC(=O)c3nn(C)c(=O)c4ccccc34)c[nH]c12
38,0.91,0.87,Cc1ccc(CNC(=O)CS(=O)(=O)CC(=O)O)cc1
5,.,.,CC1CCC(NC(=S)NCCN(C)C)CC1 (stereo not drawn)
-48,-0.23,-0.87,Cn1c(=O)c(C(=O)COC(=O)c2cc(-c3ccccc3)nc3ccccc23)c(N)n(Cc2ccccc2)c1=O
-35,.,.,O=C1c2ccccc2C(=O)C1C1=Nc2ccccc2NC(c2ccccc2)C1 (stereo not drawn)
-29,-0.59,-0.34,COc1ccc(Cc2nnc(SCC(=O)NCCc3ccccc3)o2)cc1
-71,-0.53,-0.84,CCOc1ccc2nc(N3CCC(C(=O)N4CCN(C(=O)c5ccco5)CC4)CC3)sc2c1
-73,-0.7,-0.43,COC(=O)c1c(C(=O)OC)c(C)n(Cc2ccco2)c1C
.,-0.91,-1.2,Cc1nn(C)c(C)c1S(=O)(=O)N(CC(=O)NCc1cccs1)c1ccc(C(C)C)cc1
41,-0.78,-0.7,CCc1cccc2c(C(=O)COC(=O)c3c(C)noc3C)c[nH]c12
-7,.,.,CCCC(C)NC(=O)c1cccc(Oc2ccccc2)c1 (stereo not drawn)
.,0.35,0.2,COCc1cc(C)nc(N2CCOCC2)c1C#N
-187,0.85,0.88,CCOc1ccc(S(=O)(=O)NCc2csc(C)n2)cc1
-156,-0.78,-1,O=C(c1ccc(S(=O)(=O)NCC2CCCO2)cc1)N1CCc2ccccc21 (stereo not drawn)
33,.,.,CC(CCc1ccco1)NC(=O)c1cccc2c1C(=O)N(C1CCCCC1)C2 (stereo not drawn)
50,-0.19,0.14,COC(=O)c1ccc(CSc2nnc(NCc3ccccc3)s2)o1
32,1.3,1.2,CCc1c(C(C)S(=O)(=O)c2ccc(C)cc2)[nH]c(=O)n1-c1ccc(C)cc1 (stereo not drawn)
6,.,.,Cc1cc2c(OCC(O)CNC3CCCCC3)cccc2[nH]1 (stereo not drawn)
3,0.73,1.1,O=C(Cn1cnc2ccccc2c1=O)NCc1ccc2c(c1)OCO2
.,0.44,0.01,Cc1cccc(Oc2ncnc(N)c2[N+](=O)[O-])c1
-11,.,.,O=C(COc1ccc(Cl)cc1Cl)Nc1cccnc1
.,1.4,1.6,CCCC(=O)N=C1SC2CS(=O)(=O)CC2N1c1ccc(CC)cc1 (stereo not drawn)
.,-0.75,-0.71,Clc1ccc(N2N=C(c3cccs3)CC2c2ccco2)cc1 (stereo not drawn)
.,-0.81,-0.64,CCCCN(CC)S(=O)(=O)c1ccc(C(=O)Nc2nnc(-c3cccs3)o2)cc1
0,-1,-1.6,CCNc1nc(C)c(CN(C(C)=O)c2ccccc2)nc1C#N
8,-2.9,-2.3,CCOC(=O)c1c(CN2CCN(Cc3ccccc3)CC2)n(C)c2cc(Br)c(OC)cc12
41,.,.,Cc1nn(C)c(=S)n1-c1ccc(Cl)cc1
-70,-1.2,-1,Cc1ccc(NC(=O)C2CCCN(S(=O)(=O)c3cccs3)C2)cc1 (stereo not drawn)
7,0.38,0.5,CN(C)S(=O)(=O)N1CCCN(S(=O)(=O)N(C)C)CC1
38,-1.1,-1,Fc1ccccc1NC(=S)NCc1ccc2c(c1)OCO2
-58,-1.8,-1.3,CCc1cc2c(N3CCN(c4ccccc4)CC3)ncnc2s1
.,-0.35,-1.4,CCC(CO)NCc1cc(OC)c(OCC(=O)NCCc2ccccc2)cc1Br (stereo not drawn)
24,0.04,-0.3,Cc1sc2ncn(CC(=O)NCCCC(=O)N3CCN(c4ccccc4)CC3)c(=O)c2c1C
-3,-1.2,-1.3,Cc1c(C(=O)OCC(=O)NCCN2C(=O)CSC2=O)oc2c1ccc1ccccc12
.,1.6,1.2,COc1ccc(OC(=O)c2cccnc2)cc1
-23,0.98,0.06,CCCCCNC(=O)C(C)NS(=O)(=O)c1ccc(OC)cc1 (stereo not drawn)
.,-0.09,-1.1,O=C(NCCCN1CCCC1=O)c1ccc2c(c1)NC(=O)c1ccccc1S2
.,0.09,-0.04,Cc1cc(=O)n2c(ccc3ccccc32)c1C#N
5,.,.,CCOC(=O)N1CCN(C(=O)Nc2ccc(NC(=O)N3CCN(C(=O)OCC)CC3)cc2)CC1

# Part of the list above, field by field:
CCCCCNC(=O)C(C)NS(=O)(=O)c1ccc(OC)cc1 (stereo not drawn)
  Insulin prom inh: -23	sdo1 growth: 0.98	sdo1 growth Rescue 24 h: 0.06
O=C(NCCCN1CCCC1=O)c1ccc2c(c1)NC(=O)c1ccccc1S2
  Insulin prom inh: .	sdo1 growth: -0.09	sdo1 growth Rescue 24 h: -1.1
Cc1cc(=O)n2c(ccc3ccccc32)c1C#N
  Insulin prom inh: .	sdo1 growth: 0.09	sdo1 growth Rescue 24 h: -0.04
CCOC(=O)N1CCN(C(=O)Nc2ccc(NC(=O)N3CCN(C(=O)OCC)CC3)cc2)CC1
  Insulin prom inh: 5	sdo1 growth: .	sdo1 growth Rescue 24 h: .

# (continued)
Insulin prom inh,sdo1 growth,sdo1 growth Rescue 24 h,SMILES
24,2,1.9,CC(C)=CC(=O)Nc1nnc(C)s1
-7,0.69,0.65,Cc1ccc2c(CSc3nnc(C4CC4)n3N)cc(=O)oc2c1
-3,1.2,1.7,COc1ccc(NC(=O)C(NC(C)=O)C(=O)NCc2ccccc2)cc1 (stereo not drawn)
100*,.,.,C=CCSc1ncc(C(=O)OCC)c(N)n1
-30,.,.,CC(C)C(=O)NCc1cc(-c2ccccc2)no1
.,-1.6,-1.2,O=C(Cn1nnc(-c2ccc(Cl)cc2)n1)NC1CC2CCC1C2 (stereo not drawn)
10,-2.1,-1.1,Cc1sc2nc(C(C)C)nc(SCC(=O)NCc3ccco3)c2c1C
-48,-0.54,-0.97,COc1ccc(C2N=C(c3ccccc3)C(C)(C)N2O)cc1 (stereo not drawn)
.,0.84,1.2,c1coc(-c2nnc(SCc3cn4ccccc4n3)o2)c1
40,-0.2,0.02,O=C(c1cc(-c2cccs2)on1)N1CCc2ccccc2C1
.,-0.49,-0.47,Cc1cccc(NC(=S)NC2CC3CCCC(C2)N3Cc2cccs2)c1C (stereo not drawn)
23,0.19,-0.03,CCOC(=O)c1c(C)nn(Cc2ccccc2)c1N
-260,-0.86,-1.6,O=C(N/N=C\C=C\c1ccc2c(c1)OCO2)C1COc2ccccc2O1 (stereo not drawn)
24,0.36,0.48,COc1cc(OC)cc(C(=O)Nn2cc(C(=O)Nc3ccc(F)cc3F)c3ccccc3c2=O)c1
?,-1.9,-2.1,Cc1ccc2nc(NNC(=O)c3ccc(S(=O)(=O)N4CCc5ccccc5C4)cc3)sc2c1
-10,0.15,0.16,O=C(Oc1cccc(N2C(=O)CCC2=O)c1)c1ccccc1
.,-0.01,-0.85,O=C(c1ccco1)N1CCN=C1SCc1cccc(Cl)c1
.,0.79,0.68,CCOC(=O)C1(C(F)(F)F)N=C(C(F)(F)F)Nc2ccccc21 (stereo not drawn)
-71,.,.,COc1ccc(OC)c(NC(=O)C(=S)NC2CCCCC2)c1
17,-0.66,0.63,COC(=O)c1cn(N(C)c2ncc(C(F)(F)F)cc2Cl)c(=O)c2ccccc12
-17,0.26,-0.26,C/C(Cn1cnc([N+](=O)[O-])n1)=N/NC(=O)COc1c(Cl)cc(Cl)cc1Cl
.,0.22,-0.25,CCCN(CCC)c1ncnc2nc[nH]c12
-7,1.7,1.8,CCCCCCOc1cccc(N)c1
-79,1.2,0.53,Cc1ccc(F)c(NC(=O)CCc2ccccc2)c1
40,0.42,0.51,O=C(NCCCN1CCN(CCCNC(=O)c2cc([N+](=O)[O-])ccc2Cl)CC1)c1cc([N+](=O)[O-])ccc1Cl
39,1.2,1.7,COc1ccc(-n2c(C)cc(/C=N/Nc3nnc(C)n3N)c2C)cc1
.,-0.98,-0.32,O=C(N1CCCCC1)N1CCN(C(c2ccccc2)c2ccccc2)CC1
-200,-0.89,-0.91,CC[C@H]1CN2CCc3cc(OC)c(OC)cc3[C@@H]2C[C@@H]1C[C@H]1NCCc2cc(OC)c(OC)cc21
30,0.08,-0.72,C=CCn1nc([N+](=O)[O-])nc1Sc1cccc2cccnc12
.,0.68,0.78,N#Cc1nc(COc2ccc(F)cc2)oc1NCCCn1ccnc1
.,-0.76,-0.54,O=C(COc1ccccc1)NCC(=O)N/N=C/C=C/c1ccccc1
.,-0.78,1.1,Cc1ccc(O)c(C2=Nc3ccccc3N=C(c3cccs3)C2)c1
0,-0.47,-0.95,CCOC(=O)Cc1nn(CCc2ccccn2)c(=O)c2ccccc12
22,0.32,-0.07,O=C(c1c(O)c2ccccc2oc1=O)C1CCCCC1

# Of the compounds above, 3 have bromine:
Insulin prom inh,sdo1 growth,sdo1 growth Rescue 24 h,SMILES
-29,.,.,CCN(CC)CCN1C(=O)c2ccccc2NC1c1ccc(Br)cc1 (stereo not drawn)
8,-2.9,-2.3,CCOC(=O)c1c(CN2CCN(Cc3ccccc3)CC2)n(C)c2cc(Br)c(OC)cc12
.,-0.35,-1.4,CCC(CO)NCc1cc(OC)c(OCC(=O)NCCc2ccccc2)cc1Br (stereo not drawn)

# Compound activity deposited in PubChem by several laboratories.
